PERK inh – blocks human PERK kinase; Q9NZJ5; CHO PERK-DD fusion, SEAP luminescence translation reporter; inhibition, % at 5.6 µM; 0.17% of 220,000 active; AID 1416;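 active means inhibition above the mean inhibition of all tested compounds plus 3 SD, set separately per screening campaign, cut at about 2.9% in these data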;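 further: PERK kinase domain activated by AP20187 dimerizer at 100 nM; 0% = DMSO with dimerizer and 100% = rapamycin at 8.4 µM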
Target sequence (Q9NZJ5 whole entry, looked up, the tested form may be a part): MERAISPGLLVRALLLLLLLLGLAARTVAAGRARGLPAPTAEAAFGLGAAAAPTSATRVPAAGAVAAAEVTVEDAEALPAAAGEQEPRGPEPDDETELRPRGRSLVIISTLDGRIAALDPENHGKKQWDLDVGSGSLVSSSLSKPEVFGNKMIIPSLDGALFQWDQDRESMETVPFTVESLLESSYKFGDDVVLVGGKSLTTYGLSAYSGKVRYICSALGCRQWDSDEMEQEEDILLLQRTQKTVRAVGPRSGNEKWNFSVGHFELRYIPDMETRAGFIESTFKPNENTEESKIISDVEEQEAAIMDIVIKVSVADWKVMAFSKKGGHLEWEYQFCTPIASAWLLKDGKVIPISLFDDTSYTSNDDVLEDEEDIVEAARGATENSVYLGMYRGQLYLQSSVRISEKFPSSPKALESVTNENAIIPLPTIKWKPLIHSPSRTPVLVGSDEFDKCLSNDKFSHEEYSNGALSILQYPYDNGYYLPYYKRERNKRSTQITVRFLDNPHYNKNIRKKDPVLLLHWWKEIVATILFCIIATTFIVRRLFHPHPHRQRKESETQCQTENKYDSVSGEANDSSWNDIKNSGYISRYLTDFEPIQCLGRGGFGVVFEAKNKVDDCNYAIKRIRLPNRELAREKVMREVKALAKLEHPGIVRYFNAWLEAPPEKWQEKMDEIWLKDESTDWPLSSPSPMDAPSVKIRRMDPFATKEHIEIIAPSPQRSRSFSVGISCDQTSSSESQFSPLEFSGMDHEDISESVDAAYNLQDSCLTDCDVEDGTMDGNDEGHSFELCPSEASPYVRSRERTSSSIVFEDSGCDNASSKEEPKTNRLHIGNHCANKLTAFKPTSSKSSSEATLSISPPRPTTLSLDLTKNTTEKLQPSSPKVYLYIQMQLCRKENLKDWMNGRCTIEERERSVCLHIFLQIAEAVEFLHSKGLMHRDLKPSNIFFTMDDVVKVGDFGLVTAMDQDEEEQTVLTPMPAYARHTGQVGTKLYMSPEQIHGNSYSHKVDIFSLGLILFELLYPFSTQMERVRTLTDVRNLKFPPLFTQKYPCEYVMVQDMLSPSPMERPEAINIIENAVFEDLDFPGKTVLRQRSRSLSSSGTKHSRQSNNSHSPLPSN
Ba/F3 V617F tox – reduce viability of Ba/F3 cells dependent on JAK2V617F | Ba/F3 EpoR-JAK2V617F viability, ATP luminescence | inhibition, % at 5.6 µM | 1.1% of 220,000 active | AID 1446;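 active means inhibition above the campaign mean plus 3 SD over all tested compounds, cut at about 24% in these data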;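 further: cytokine-independent growth of Ba/F3 cells driven by EpoR plus mutant JAK2; 0% = DMSO-treated cells and 100% = JAK inhibitor I control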
TRPML3 ag – agonists of human TRPML3 channel; 0.29% of 220,000 active; activation, % at 3 µM; Q8TDD5; AID 1448; HEK293 TRPML3-YFP, Fluo-8 calcium fluorescence; 100% = the carbachol control signal;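 active means activation above its plate's cutoff, the mean activation of the plate's test wells plus 3 SD, cut at about 12% in these data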;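 further: 0% = DMSO only wells and 100% = carbachol wells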
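system = HEK293 cells stably carrying human TRPML3-YFP | doses = one concentration, 3 µM nominal, 0.3% DMSO | timing = dye loading 1 h 37 °C then 30 min ambient, 125 s read | detection = Fluo-8 calcium dye fluorescence, ex 470-495, em 515-575 nm | benchmarks = high control carbachol 87 µM, low control DMSO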
S1P4 agonist – agonists of human S1P4 receptor; O95977; S1P4-expressing cell line, agonist reporter assay; 0.35% of 220,000 active; activation, % at 4.98 µM; AID 1509; in the data active means activation above about 11%;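 further: 0% = DMSO vehicle and 100% = reference agonist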
zfTRPN1 agonist – zebrafish TRPN1 (NompC) channel agonism | HEK293 zebrafish TRPN1-YFP, Fluo-8 calcium fluorescence; 100% = response to 87 µM carbachol | activation, % at 3 µM | 0.18% of 220,000 active;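 active means activation above its plate's cutoff, the mean activation of test wells on that plate plus 3 SD, cut at about 19% in these data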;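 further: 0% = DMSO alone and 100% = 87 µM carbachol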
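Control set: carbachol 87 µM as high control, DMSO as low control; system: HEK293 stable line with zebrafish TRPN1-YFP; read-out: % activation versus carbachol response; detection: intracellular calcium fluorescence with Fluo-8; doses: single test compound dose, 3 µM nominal, 0.3% DMSO; schedule: dye 1 h 37 °C plus 30 min RT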
S1P4 antag – human S1P4 receptor antagonism; S1P4-expressing cells, antagonist mode, reporter read-out; inhibition, % at 4.98 µM; 0.26% of 220,000 active; AID 1510; O95977; in the data active means inhibition above about 29%;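 further: 0% = wells stimulated with agonist and 100% = vehicle wells without agonist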
EP2 mod – modulators of human EP2 prostaglandin E2 receptor; P43116; EP2-expressing cells, cAMP HTRF FRET, PGE2 co-stimulation; induction, % at 25 µM; 0.83% of 260,000 active; AID 940;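 active means compounds whose cAMP rise, as percent of the full-agonist control response, exceeds 60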;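 further: rat C6 glioma line stably carrying human EP2 under a CMV promoter; the protocol text gives 20 µM as final concentration; 100% = response of wells given 1 µM PGE2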
Calpain2 inh – inhibitors of pig calpain II; purified calpain II, fluorogenic peptide substrate, 30 min; inhibition, % at 16 µM; 0.37% of 220,000 active;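 active means inhibition above about 50%, limit read from the data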
BaF3 tox – parental Ba/F3 viability inhibition as JAK2V617F counter-screen; CellTiter-Glo ATP luminescence; 1.1% of 220,000 active; inhibition, % at 5.6 µM;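 active means inhibition above a per-campaign cutoff, the mean inhibition of all tested compounds plus 3 SD, cut at about 27% in these data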;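 further: 0% = DMSO wells and 100% = JAK Inhibitor I control wells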
Active calls of the source: *; / = not tested or not shown; & = joins results of further samples.

SMILES	PERK inh	Ba/F3 V617F tox	TRPML3 ag	S1P4 agonist	zfTRPN1 agonist	S1P4 antag	EP2 mod	Calpain2 inh	BaF3 tox
Cc1ccc(NC(=O)CCN2CCN(C/C=C/c3ccccc3)CC2)cc1C	-1.0	-2	0.5	1.9	1.3	1	2	-11	6
COCCn1c(=N)c(C(=O)NCCc2ccc(OC)cc2)cc2c(=O)n3cccc(C)c3nc21	-1.2	4	0.4	0.0	0.4	3	/	/	8
COc1cccc(C2=CC(c3cccs3)n3nnnc3N2)c1 (stereo not given)	-0.3	3	-0.2	0.9	-1.6	-15	-6	68*	5
Cc1cc(C)c(C)c(C(=O)C2OC(=O)C(C)(C)C(=O)C2(C)C)c1C (stereo not given)	1.4	0	-0.2	0.0	0.1	-8	46	-12	6
O=C(COC(=O)c1ccc(Br)o1)NCc1cccs1	1.2	-2	-0.8	-2.9	-0.8	5	2	23	1
CN(CC(=O)O)S(=O)(=O)c1cccs1	1.1	-2	0.5	0.6	-1.1	-9	0	19	10
CS(=O)(=O)N(Cc1ccc(C(=O)NCCSc2ccccn2)cc1)c1ccccc1	-0.5	-1	1.6	0.8	1.9	-13	-34	4	11
Cc1ccccc1OCCC(=O)Nc1cccc(S(=O)(=O)Nc2ccccc2Cl)c1	-0.2	3	0.6	3.4	-1.6	3	-7	1	3
Cc1ccccc1CNC(=O)CC1C(=O)NCCN1CC1CCCCC1 (stereo not given)	0.2	-1	0.6	-0.8	-0.6	-12	-4	-27	5
O=C(O)CCC(=O)Nc1ccc(N=Nc2ccccc2)cc1	1.7	0	1.0	0.9	1.3	-5	5	-4	0
Cc1cccc(N=Cc2cc3c(cc2[N+](=O)[O-])OCO3)c1	0.5	-1	0.7	16*	0.4	-2	15	-29	0
CCCCOP(=O)(c1ccc(N(C)C)cc1)C(O)c1cc(OC)c(OC)c(OC)c1 (stereo not given)	-0.8	-2	0.5	-2.4	1.2	9	23	-3	1
Cc1cc(C)c(NC(=O)CC(C)(C)C)c(Cl)c1	1.5	-1	0.1	-0.6	-0.5	-8	2	9	10
Cc1ccc(NC(=O)COC(=O)c2ccc([N+](=O)[O-])o2)cc1S(=O)(=O)N1CCCCC1	1.8	0	0.9	0.2	1.0	-5	-70	-37	0
O=C(c1cccc(Br)c1)N1CCN(c2cnn(-c3ccccc3)c(=O)c2Cl)CC1	0.2	2	0.6	1.8	1.9	-14	-9	16	3
CC(C)(C)C(=O)Nc1nnc(COc2ccc(Cl)cc2)s1	-1.4	3	0.2	-0.2	2.0	8	-52	9	0
OC(COc1cccc2ccccc12)CN1CCN(c2ccccc2Cl)CC1 (stereo not given)	1.2	-6	1.0	-0.9	1.9	8	-13	49	1
O=[N+]([O-])c1ccc(Sc2n[nH]c(-c3ccc(Cl)cc3Cl)n2)nc1	0.2	1	0.6	-0.6	0.8	-5	8	11	9
O=C(OCc1nc2ccccc2s1)c1ccccc1O	0.5	0	0.1	-0.6	-2.1	3	12	7	3
COCCN(Cc1cc2cc3c(cc2[nH]c1=O)OCO3)C(=O)c1cccs1	0.1	-4	1.2	-0.1	1.6	-3	1&3	-33	5

One compound at a time, as listed above.
Cc1ccccc1OCCC(=O)Nc1cccc(S(=O)(=O)Nc2ccccc2Cl)c1 across the screens: PERK inh = -0.2; Ba/F3 V617F tox = 3; TRPML3 ag = 0.6; S1P4 agonist = 3.4; zfTRPN1 agonist = -1.6; S1P4 antag = 3; EP2 mod = -7; Calpain2 inh = 1; BaF3 tox = 3
CCCCOP(=O)(c1ccc(N(C)C)cc1)C(O)c1cc(OC)c(OC)c(OC)c1 (stereo not given) across the screens: PERK inh = -0.8; Ba/F3 V617F tox = -2; TRPML3 ag = 0.5; S1P4 agonist = -2.4; zfTRPN1 agonist = 1.2; S1P4 antag = 9; EP2 mod = 23; Calpain2 inh = -3; BaF3 tox = 1

(further entries)
SMILES	PERK inh	Ba/F3 V617F tox	TRPML3 ag	S1P4 agonist	zfTRPN1 agonist	S1P4 antag	EP2 mod	Calpain2 inh	BaF3 tox
NC(=O)c1c(NC(=O)CSc2nnc(Cc3ccccc3)n2Cc2ccco2)sc2c1CCC2	0.4	-4	0.5	0.4	-0.2	-19	-7	-19	8
O=C(Nc1ccc(Cl)cc1C(=O)O)c1ccc2c(c1)C(=O)N(Cc1ccco1)C2=O	0.0	3	-0.9	0.6	-0.3	-6	8	-29	5
Cc1cc(C)n2nc(SCCOc3ccccc3)nc2n1	1.1	-1	-0.1	0.2	-1.1	17	-10	-6	6
CCOC(=O)CSc1nc2sc3c(c2c(=O)n1CC)CC(C)(C)OC3	-1.1	-2	0.5	2.6	-0.5	-7	-11	-41	-1
O=C(CCn1c(=O)sc2ccccc21)NCCN1CCOCC1	1.1	4	0.8	-3.5	0.3	12	/	/	12
CCOC(=O)c1nc(C)n(-c2ccc([N+](=O)[O-])cc2)n1	-0.4	-3	0.7	1.6	-0.1	-29	15	-8	3
Cc1nn(C)c(Cl)c1/C=N/OC(=O)c1ccc(F)cc1	0.5	-2	0.1	-1.8	-0.5	-7	28	-19	0
COCc1[nH]nc2c1C(c1cccc(OC)c1)C(C#N)=C(N)O2 (stereo not given)	0.4	0	0.4	-0.4	1.1	-5	4	23	2
Cn1cccc1Cc1nnc(SCC(=O)NCc2ccc3c(c2)OCO3)n1CCc1ccccc1	-1.0	4	-0.4	-0.5	-0.1	7	9	-3	3
O=C(O)/C(=N/NC(=O)c1ccc(Cl)cc1)c1ccccc1	1.2	-1	0.0	-1.6	0.2	-5	-2	-5	2
CN(CCC#N)C(=S)Nc1ccc(Oc2ccccc2)cc1	0.8	-1	0.6	1.6	1.1	-14	-15	15	6
CC1CCCCC1NC(=O)CSc1nnnn1-c1ccccc1 (stereo not given)	-0.5	-1	0.4	-2.8	-0.2	-14	-5	23	4
CSc1nc(SCC(=O)O)c2sc3nc(-c4ccccc4)c4c(c3c2n1)CCC4	0.5	6	-1.1	-0.5	0.2	-8	61*	90*	-1
Cc1cc(NC(=O)COC(=O)C2CCN(S(=O)(=O)c3ccc(Cl)cc3)CC2)no1	1.4	-4	-0.6	-0.9	-1.2	9	-32	-21	1
O=C(O)CC1S/C(=N/N=C2CCCCC2)N(c2ccccc2)C1=O (stereo not given)	1.1	-2	1.2	0.6	1.9	-8	20	-6	1
CNC(=S)N1CCN(c2ccc(OC)cc2)CC1	1.5	-1	0.5	0.7	-0.1	7	20	17	1
COc1cnc(NS(=O)(=O)c2ccc(N)cc2)nc1	1.3	-5	0.3	-0.5	0.6	-16	7&35	-5	-4
CC(=O)N1CCCC1(C(=O)O)c1ccccc1 (stereo not given)	-0.3	0	1.0	-0.4	-1.2	-11	-1	-9	1
CC(C)(C)C(=O)Nc1c2c(nc3c1CCC3)CCCC2	1.1	-3	1.1	-0.2	-0.7	-6	21	-2	5
COC(=O)N/N=C/c1cc(Br)ccc1O	-0.3	3	0.6	3.0	-0.5	-23	-16	-79	10

Among those listed so far, these have a tert-butyl group:
SMILES	PERK inh	Ba/F3 V617F tox	TRPML3 ag	S1P4 agonist	zfTRPN1 agonist	S1P4 antag	EP2 mod	Calpain2 inh	BaF3 tox
Cc1cc(C)c(NC(=O)CC(C)(C)C)c(Cl)c1	1.5	-1	0.1	-0.6	-0.5	-8	2	9	10
CC(C)(C)C(=O)Nc1nnc(COc2ccc(Cl)cc2)s1	-1.4	3	0.2	-0.2	2.0	8	-52	9	0
CC(C)(C)C(=O)Nc1c2c(nc3c1CCC3)CCCC2	1.1	-3	1.1	-0.2	-0.7	-6	21	-2	5

(cont.)
SMILES	PERK inh	Ba/F3 V617F tox	TRPML3 ag	S1P4 agonist	zfTRPN1 agonist	S1P4 antag	EP2 mod	Calpain2 inh	BaF3 tox
O=c1oc2ccccc2n1Cc1ccccc1	1.1	-2	-0.7	2.5	1.7	-8	23	-21	8
COC(=O)[C@H](CCSC)NC(=O)Nc1cccc(Br)c1	1.2	-2	0.1	2.0	-1.4	-13	-23	-14	-6
CCCOc1ccc(NC(=O)C2CC(=O)N/C(=N/N=C(C)/C=C/c3ccc(N(C)C)cc3)S2)cc1 (stereo not given)	-0.9	3	-0.2	-1.8	0.5	-6	-47	-99	4
CCN1C(=O)C(NC(C)=O)c2cc(Br)ccc21 (stereo not given)	-1.0	2	-0.1	0.1	1.6	8	10	-15	1
Cc1cccc(Nc2ncc3c(n2)CC(C)CC3=O)c1 (stereo not given)	-0.6	2	0.2	-1.1	0.2	8	-9	14	0
O=S(=O)(Nc1ccc(Cl)cc1)c1ccc(N2CCOCC2)c(NC(=S)NCCN2CCOCC2)c1	0.7	-1	0.7	2.1	2.3	-11	-14	-36	8
COc1ccc(NC(=O)C2CCCN2S(=O)(=O)c2ccc3c(c2)CCC(=O)N3)c(OC)c1 (stereo not given)	-0.8	-2	-0.1	1.1	0.9	-19	0	-4	3
COCCn1c(=NC(=O)c2ccc3c(c2)OCO3)c(C#N)cc2c(=O)n3cccc(C)c3nc21	-0.1	4	0.4	0.1	-0.3	-3	10	-158	5
O=C(O)Cn1cc(/C=C2\SC(=O)N(c3ccccc3)C2=O)c2ccccc21	-0.2	-1	0.5	-0.3	-0.5	-5	-20	-21	4
COC(=O)c1nn(-c2cccc(C(F)(F)F)c2)c(=O)cc1Sc1ccccn1	-0.2	-4	0.1	-0.9	3.4	9	11	-11	2
CCOc1ccc(-n2cnnn2)cc1S(=O)(=O)NCCc1ccc(OC)c(OC)c1	0.0	5	0.7	2.1	-1.0	8	1	23	8
COc1ccc(N(CC(=O)NCCC2=CCCCC2)S(=O)(=O)c2c(C)[nH]c(=O)[nH]c2=O)cc1	-1.9	3	0.1	-0.6	0.6	6	-10	11	-1
CC1N(C)c2cc(NC(=O)c3cccs3)c(P(=O)(Nc3ccc([N+](=O)[O-])cc3)N3CCOCC3)cc2C1(C)C (stereo not given)	0.5	1	0.6	0.3	1.6	-4	-21	-43	4
CCc1cccc2c(C(=O)COC(=O)c3ccc([N+](=O)[O-])s3)c[nH]c12	1.4	1	1.3	-0.6	4.5	0	-88	39	7
Nc1ccc(N2CCOCC2)cc1C(F)(F)F	0.5	-8	0.6	0.7	-0.2	-2	2	-26	0
C/C(Cn1nnc([N+](=O)[O-])n1)=N\NC(=O)c1ccccc1O	0.6	-1	0.9	-0.8	0.1	7	3	-6	-2
O=C(Cn1cc(C(F)(F)F)ccc1=O)N/N=C/c1ccccc1	1.0	0	2.0	1.8	-0.7	1	-8	-3	7
N#Cc1ccc(-c2cccs2)nc1SCc1cccnc1	-1.7	73*	2.3	0.7	-1.6	2	15	-39	69*
Nc1nnnn1/N=C/c1ccccc1OCc1ccc(Cl)cc1	-0.2	-2	-0.1	3.9	-1.3	-14	16	-23	0
O=C(Nn1c(O)c(C=C2N=c3ccccc3=N2)sc1=S)c1ccccc1	0.1	3	1.1	1.5	0.4	-4	-12	-10	11
CCNC(=O)NC(=O)C(C)OC(=O)[C@H](C)NS(=O)(=O)c1c(C)c(C)cc(C)c1C (stereo not given in full)	1.1	-5	-0.1	-0.3	-2.0	-5	35	-4	-4

Source: PubChem
